# Assay outcomes as filed in PubChem.
# KAT2A inh – inhibitors of human GCN5L2 histone acetyltransferase; Q92830; GCN5L2 HAT assay, ThioGlo1 CoA-SH fluorescence; Potency, µM (doses to about 58.9 µM), without a hit: at the highest dose activity change, negative = inhibition, actives largely listed as inhibitors; actives 0.21% (n = 390,000)
# Target sequence (Q92830 whole entry, looked up): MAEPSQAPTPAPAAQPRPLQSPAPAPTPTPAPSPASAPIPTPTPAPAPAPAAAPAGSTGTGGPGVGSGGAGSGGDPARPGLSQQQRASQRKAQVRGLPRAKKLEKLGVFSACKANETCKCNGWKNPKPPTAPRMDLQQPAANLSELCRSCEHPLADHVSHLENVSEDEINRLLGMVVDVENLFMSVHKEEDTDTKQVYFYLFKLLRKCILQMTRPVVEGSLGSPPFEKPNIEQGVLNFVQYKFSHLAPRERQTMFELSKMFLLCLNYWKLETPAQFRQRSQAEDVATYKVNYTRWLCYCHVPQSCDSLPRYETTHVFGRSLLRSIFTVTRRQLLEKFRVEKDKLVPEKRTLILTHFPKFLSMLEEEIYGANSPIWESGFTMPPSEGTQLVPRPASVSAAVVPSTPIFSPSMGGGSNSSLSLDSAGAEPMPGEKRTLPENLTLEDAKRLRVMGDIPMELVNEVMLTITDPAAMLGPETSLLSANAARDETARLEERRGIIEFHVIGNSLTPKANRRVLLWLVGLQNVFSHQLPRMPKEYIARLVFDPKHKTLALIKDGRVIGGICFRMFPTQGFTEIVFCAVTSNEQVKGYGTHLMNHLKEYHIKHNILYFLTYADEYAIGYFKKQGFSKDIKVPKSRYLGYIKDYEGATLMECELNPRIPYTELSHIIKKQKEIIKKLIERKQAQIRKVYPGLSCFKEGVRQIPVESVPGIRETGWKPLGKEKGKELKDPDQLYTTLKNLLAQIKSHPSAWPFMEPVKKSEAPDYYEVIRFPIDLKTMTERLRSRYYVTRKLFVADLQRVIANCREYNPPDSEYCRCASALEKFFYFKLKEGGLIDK
#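 Enzyme at 20nM final was mixed with library compounds for 15 min at room temperature. Peptide H3(1-25) at 75uM, acetyl-CoA at 70uM and ThioGlo1 at 50uM were then added. Plates were read immediately and after 20 min (Ex340nm/Em540nm).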
# FEN1 inhibitor – human FEN1 inhibition; P39748; Recombinant FEN1 flap cleavage, fluorescence, 15 min; Potency, µM (doses to about 114 µM), without a hit: top-dose activity change, negative = inhibition, hits mostly inhibitors; actives 0.35% (n = 390,000); AID 588795; also: nearly all actives have a fitted effect of over 65% in size
#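 Nuclease activity of 10 nM FEN1 was measured after 15 min of room-temperature exposure to titrated compounds, by adding 50 nM flap substrate and reading plates at 0 and 15 min.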
# TDP1 cell CPT – growth inhibition of DT40 Tdp1-/-;hTDP1 cells with camptothecin (screen for TDP1 inhibitors) | chicken DT40 Tdp1-/-;hTDP1 cells + 20 nM CPT, ATP luminescence, 48 h | Potency, µM (doses to about 46.2 µM), without a hit: at the highest dose activity change, negative = growth inhibition, usual class: inhibitors | actives 12% (n = 420,000) | AID 686979; also: nearly all actives have a fitted effect of over 55% in size
#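 Cell growth measured by CellTiter-Glo luminescence after a minimum 48 h, 37 C compound exposure with 20 nM CPT in Tdp1-knockout DT40 cells stably expressing hTDP1, seeded 400/well; qHTS titration format.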
# Active calls of the source: *; ? = inconclusive; . = not tested or not shown; & = joins results of further samples; [ ] = remark or other dose. Calls follow the shape of the dose curve; as a rule, active = well fitted curve in the direction sought with a large enough effect; inconclusive = small, poorly fitted or top-dose-only effect, or another doubt; inactive = no such curve, though single readings can be large; an effect the other way counts as inactive or inconclusive. % is scaled to controls: 0 for no effect and ±100 for the full control effect; potency is read from the fitted curve at half-maximal effect. Only part of the results is shown; count on the stated rates, not on these rows.
canonical_smiles | KAT2A inh | FEN1 inhibitor | TDP1 cell CPT
COc1cccc(C(=O)NCCCn2ccnc2)c1 | -2% | -8% | -5%
COc1cc2c(cc1OC)CN(CC(=O)Nc1ccccc1C(=O)NCc1ccccc1)CC2 | -4% | -3% | 29µM*
Cc1oc2ncn(CC(C)C)c(=O)c2c1C(=O)N(CCN(C)C)Cc1ccccc1 | 27% | 2% | -22%
COc1cc(NC(=O)c2nccnc2N)cc(C(=O)Nc2cccc(C(F)(F)F)c2)c1 | -22% | 2% | ?
CCc1ccc(NC(=O)CS(=O)CC(=O)N2CCN(c3ccccc3F)CC2)cc1 (stereo not given) | -7% | -9% | 4%
CC(=O)NC(=S)Nc1ccc2oc(=O)ccc2c1 | -7% | -1% | 8%
COc1ccc(CCN(C)C(=O)c2cc(-c3ccccc3)nc3ccccc23)cc1OC | -15% | 1% | ?
C1=C(c2sc3ccccc3c2-c2ccc(OCCN3CCOCC3)cc2)CCCC1 | -7% | 3% | ?
Cc1cc(C(=O)C(C(c2ccccc2)N2CCOCC2)N2CCOCC2)ccc1Cl (stereo not given) | . | 4% | -20%
CNC(=S)N(CCN(C)C)Cc1cc2cc3c(cc2[nH]c1=O)OCO3 | -5% | -2% | 5%
N#Cc1c(-c2ccc(Cl)cc2)c(C#N)c(=O)n(N)c1N | 4% | -9% | ?
O=C(O)CSc1c(-c2ccccc2)[nH]c2ccccc12 | 0% | -8% | -5%
COc1ccccc1NS(=O)(=O)c1ccc2oc(SCc3ccc(C#N)cc3)nc2c1 | -7% | -3% | 12µM*
O=C(c1ccccc1SCc1ccccc1)N1CCCCCC1 | 4% | -3% | ?
CC(C)(C)n1nc2c(c1NC(=O)COc1ccc(Cl)cc1)CS(=O)(=O)C2 | -8% | 4% | 4%
Nc1c(-c2ccc(F)cc2)cnc2ncnn12 | -1% | -1% | -3%
COCCCNC(=O)c1cc(C)nc2ccc(F)cc12 | -3% | -1% | -13%
OC(COc1ccc2c(c1)CCC2)CN1CCN(c2cccc(Cl)c2)CC1 (stereo not given) | -11% | -8% | ?
ON=C1CCN(c2ncc(C(F)(F)F)cc2Cl)CC1 | -3% | -3% | -15%
CCCCc1ccc(C(=O)N/C(=C\c2ccc(C)cc2)C(=O)NC2CCCCC2)cc1 | 4% | -1% | 9.2µM*
CC(C)(C)c1nc(NCC2CCCO2)c2nnn(Cc3ccccc3)c2n1 (stereo not given) | 5% | 7% | -29%
Cc1ccccc1P(=O)(CO)c1ccccc1C | -11% | 2% | 0%
COc1ccc(-c2nc3c(c(SCC(=O)N4CCOCC4)n2)Cc2c(CO)cnc(C)c2O3)cc1 | -4% | 11% | 15µM*
O=C(CNCC1CCCO1)Nc1ccc([N+](=O)[O-])cc1C(=O)Nc1ccccc1F (stereo not given) | -4% | -3% | -29%
COC(=O)c1ccc(CS(=O)(=O)c2ccc(C)cc2)cc1 | 1% | 7% | ?
CS(=O)(=O)N1N=C(c2cccs2)CC1c1ccc(Cl)o1 (stereo not given) | -1% | -8% | 6%
CCCCOc1ccc(C(=O)O)cc1 | -2% | 7% | 7%
CC(=O)NC1C(OCCOc2ccc(Cl)cc2Cl)OC(COC(C)=O)C(OC(C)=O)C1OC(C)=O (stereo not given) | 1% | -15% | -3%
CC(C)CCNC(=O)NC(=O)CSc1nnc2ccccn12 | -7% | -3% | 2%
CCc1ccc(C2CC(=O)NC(SCC(=O)OC(C)C)=C2C#N)cc1 (stereo not given) | -5% | 1% | ?
Cc1cc(C(=O)CN2C(=O)C(=O)N(C)C2=O)c(C)n1-c1cccc(S(=O)(=O)N2CCOCC2)c1 | 1% | -1% | ?
CCCn1c(SCC(=O)Nc2nccs2)nnc1-c1cccnc1 | 2% | 2% | -7%
O=c1[nH]c(SCc2nc3ccccc3c(=O)n2-c2ccccc2C(F)(F)F)nc2ccccc12 | -3% | -4% | 16µM*
COc1cc2nc(SCc3ccc(C)cc3)n3nc(CCn4nc(C)cc4C)nc3c2cc1OC | -4% | 9% | 24%
Cn1c(=O)c2[nH]c(N3CCN(c4cccc(O)c4)CC3)nc2n(C)c1=O | -1% | 4% | 0%
N#Cc1ccc(N=c2ssnc2Cl)cc1 | 10µM* | ? | 5.2µM*
Cc1cccc(NC(=O)CCn2c(=O)oc3ccccc32)c1 | -18% | -8% | 16%
CN(C)c1ccc(C(=O)c2ccc(N(C)C)c(N)c2)cc1N | -10% | -2% | ?
COc1ccccc1-c1nnc(SCC(=O)N2CC(C)CC(C)C2)o1 (stereo not given) | 3% | 8% | ?
NC(=O)c1ncn([C@@H]2O[C@H](CNCc3cc(Cl)ccc3OCc3ccc(Cl)cc3)[C@@H](O)[C@H]2O)n1 | . | -10% | 17%
O=C(N/N=C/c1cnc(N2CCOCC2)s1)c1ccccc1 | -22% | 2% | 18%
CCN(CC)S(=O)(=O)c1ccc(N2CCOCC2)c(NC(=O)c2ccc(NC(C)=O)cc2)c1 | 5% | 11% | -26%
CC1CCCCN1S(=O)(=O)c1ccc2[nH]c(=O)cc(C(=O)NCCCN3CCCCCC3)c2c1 (stereo not given) | -4% | -3% | 0%
CCOc1ccc(CCNC(=O)c2[nH]c(C)c(C(C)=O)c2CC)cc1OCC | -2% | 2% | 18µM*
Cc1ccccc1NC(=O)Cn1c(=O)n(CC2CCCO2)c(=O)c2ccccc21 (stereo not given) | -8% | 9% | -12%
COc1cccc(-c2nnc(SCc3ccc(C#N)cc3)n2Cc2ccco2)c1 | 0% | -19% | ?
CCC(C(=O)OCC(=O)Nc1ccc2[nH]c(=O)[nH]c2c1)c1ccccc1 (stereo not given) | -7% | -16% | 5%
COc1ccc(OC)c(NC(=O)c2cc3oc4ccccc4c3cc2O)c1 | -1% | 1% | ?
COC(=O)C(C(=O)OC)=C(/C=C/N(C)C)N(C)C | ? | -11% | -2%
COc1cc(NC(=O)N2CCC(CN3CCOCC3)CC2)cc(OC)c1OC | 0% | 4% | -20%
CS(=O)(=O)N(CC(=O)NC1CC1)c1cccc(F)c1 | -1% | 3% | -11%
O=C(Nc1ccc2nc(SCC(=O)N3CCc4ccccc43)sc2c1)c1ccc(Cl)cc1 | -4% | 9% | 9.2µM*
O=C(O)c1cn(Cc2ccccc2)c2ccccc2c1=O | 1% | 3% | 0%
CCc1nnc(NS(=O)(=O)c2ccc(N=Cc3c(C)[nH]n(-c4ccc(Cl)cc4)c3=O)cc2)s1 | -7% | 14% | ?
CCOc1cc(/C=N\O)cc(Cl)c1OCC | 0% | -11% | -19%
COc1ccc(C(=O)COC(=O)c2ccc3c(c2)OCO3)c(OC)c1 | -10% | -19% | -14%
Cc1ccc(S(=O)(=O)/N=C(/c2ccc(F)cc2)N2CCCCC2)cc1 | -1% | -11% | 6%
CC1CCN(C(=O)Cn2cc(S(=O)(=O)CC(=O)N3CCOCC3)c3ccccc32)CC1 | . | 10% | -14%
CCN(CC)CCCNC(=O)Cn1nc(C)n2c(cc3sccc32)c1=O | -8% | -11% | 2%
CCC(C(=O)NCC1CCCO1)N(C(=O)CNS(=O)(=O)c1ccccc1)c1ccc(F)cc1 (stereo not given) | -4% | 1% | -2%

# Sorted by SMILES length (rising): part of the list above
canonical_smiles | KAT2A inh | FEN1 inhibitor | TDP1 cell CPT
CCOc1cc(/C=N\O)cc(Cl)c1OCC | 0% | -11% | -19%
O=C(O)c1cn(Cc2ccccc2)c2ccccc2c1=O | 1% | 3% | 0%
COC(=O)C(C(=O)OC)=C(/C=C/N(C)C)N(C)C | ? | -11% | -2%
COc1ccc(OC)c(NC(=O)c2cc3oc4ccccc4c3cc2O)c1 | -1% | 1% | ?
COc1ccc(C(=O)COC(=O)c2ccc3c(c2)OCO3)c(OC)c1 | -10% | -19% | -14%
COc1cccc(-c2nnc(SCc3ccc(C#N)cc3)n2Cc2ccco2)c1 | 0% | -19% | ?
Cc1ccc(S(=O)(=O)/N=C(/c2ccc(F)cc2)N2CCCCC2)cc1 | -1% | -11% | 6%
CCOc1ccc(CCNC(=O)c2[nH]c(C)c(C(C)=O)c2CC)cc1OCC | -2% | 2% | 18µM*
Cc1ccccc1NC(=O)Cn1c(=O)n(CC2CCCO2)c(=O)c2ccccc21 (stereo not given) | -8% | 9% | -12%
CCC(C(=O)OCC(=O)Nc1ccc2[nH]c(=O)[nH]c2c1)c1ccccc1 (stereo not given) | -7% | -16% | 5%
O=C(Nc1ccc2nc(SCC(=O)N3CCc4ccccc43)sc2c1)c1ccc(Cl)cc1 | -4% | 9% | 9.2µM*
CC1CCN(C(=O)Cn2cc(S(=O)(=O)CC(=O)N3CCOCC3)c3ccccc32)CC1 | . | 10% | -14%
CCC(C(=O)NCC1CCCO1)N(C(=O)CNS(=O)(=O)c1ccccc1)c1ccc(F)cc1 (stereo not given) | -4% | 1% | -2%
CCN(CC)S(=O)(=O)c1ccc(N2CCOCC2)c(NC(=O)c2ccc(NC(C)=O)cc2)c1 | 5% | 11% | -26%
CCc1nnc(NS(=O)(=O)c2ccc(N=Cc3c(C)[nH]n(-c4ccc(Cl)cc4)c3=O)cc2)s1 | -7% | 14% | ?

# Given as labelled records: two of the compounds above
smiles: ON=C1CCN(c2ncc(C(F)(F)F)cc2Cl)CC1
  KAT2A inh = -3% | FEN1 inhibitor = -3% | TDP1 cell CPT = -15%

smiles: CCCCc1ccc(C(=O)N/C(=C\c2ccc(C)cc2)C(=O)NC2CCCCC2)cc1
  KAT2A inh = 4% | FEN1 inhibitor = -1% | TDP1 cell CPT = 9.2µM*

# Continuation.
canonical_smiles | KAT2A inh | FEN1 inhibitor | TDP1 cell CPT
OC1CN=C2Sc3ccccc3N2C1 (stereo not given) | -8% | 0% | -1%
Cc1cc(C)cc(OCc2ccc(C(=O)NC3CCOC3=O)o2)c1 (stereo not given) | -7% | 3% | 1%
CC(C)C1Nc2ccc(S(=O)(=O)N3CCOCC3)cc2NC1=O (stereo not given) | -7% | -12% | ?
CN(C)c1cc[n+](CC(=O)Nc2ccc([N+](=O)[O-])cc2Cl)cc1 | -9% | -6% | ?
CC(C)(C)OC(=O)N1CCC(c2c(C(=O)N3CCN(C(=O)c4ccco4)CC3)cnn2-c2ccc(F)cc2F)CC1 | ? | 2%&16% | ?
COc1cccc(N2CCN(C(=O)Cn3ncc4c(=O)oc5ccccc5c43)CC2)c1 | 2% | 0% | 16µM*
Nc1ccccc1N1CCN(C(=O)c2ccccc2)CC1 | 2% | 8% | -21%
O=S(=O)(c1ccccc1Cl)N1CCC(O)(c2ccc3c(c2)OCO3)CC1 | -5% | -4% | ?
CCC1C(=O)NCCN1C(=O)CCc1nnc(CCc2ccc(OC)cc2)o1 (stereo not given) | 2% | -9% | 3%
O=C(Cc1ccccc1)Nc1sc2c(c1C(=O)Nc1ccc(Br)cc1)CCC2 | -8% | -13% | ?
CCn1cc(C(=O)O)c(=O)c2cnc(N3CCN(C(=S)Nc4ccccc4Cl)CC3)nc21 | -1% | 14% | -39%
O=C(CCc1nc2ccccc2c(=O)[nH]1)Nc1ccccc1N1CCCC1 | -2% | -8% | -16%
CC(=O)c1ccc(OCCCC(=O)Nc2cc(S(=O)(=O)N(C)C)ccc2C)cc1 | -7% | 9% | -12%
CN(CC(=O)Nc1cccc(F)c1)C(=O)Cn1c(=O)oc2ccccc21 | 3% | -8% | -3%
O=C1NC(=O)C2(CCCC2C(=O)O)N1 (stereo not given) | . | 0% | 1%
COc1ccc2oc(C(=O)OCC(=O)NCCN3C(=O)CSC3=O)c(C)c2c1 | -1% | 3% | 1%
CCCCCCNC(=O)c1c(O)c2ccccc2[nH]c1=O | -1% | -2% | ?
Cc1c(-c2ccco2)[n+](=O)c2c(n1[O-])CCC2 | 1% | 41%[activator] | -19%
Cc1cccc(C)c1N1CC(=O)N(c2c(C)cccc2C)CC1=O | -12% | 3% | -1%
COc1ccc(-c2csc(NC(=O)C3CCN(c4ncnc5sc(C)c(C)c45)CC3)n2)cc1OC | -4% | -14% | 2.9µM*
COc1ccccc1CNc1nc2nc(C)cc(=O)n2[nH]1 | -2% | -3% | 1%
Cc1cc(-c2ccccc2)c2c(=O)n(-c3ccccc3)[nH]c2n1 | 1% | -2% | ?
Cc1nc(-c2ccc(F)cc2)c(CC(=O)NCC(=O)Nc2ccc(F)c(F)c2)s1 | 1% | -8% | ?
O=C(NCCNc1ccc([N+](=O)[O-])cc1C(F)(F)F)c1ccc(F)cc1 | -3% | -10% | ?
Cc1nnc(SCC(=O)NCc2cccs2)n1-c1ccccc1 | -10% | 4% | -1%
CC(C)CN(C(=O)c1cc(Cl)nc2ccccc12)C1CCS(=O)(=O)C1 (stereo not given) | -1% | 6% | -8%
N/C(=N\OC(=O)CCn1cccc(C(F)(F)F)c1=O)c1ccc(Cl)cc1 | -10% | -3% | ?
Cc1ccc(CS(=O)(=O)CCC(=O)O)cc1 | -8% | 13% | 1%
CN(C)C(=O)CSc1n[nH]c(=O)n1CCc1ccccc1 | 0% | 12% | -1%
N/C(=N\NC(=O)Nc1ccccc1)c1ccccn1 | -8% | -19% | 5%
